# Assay outcomes deposited in PubChem BioAssay by National Center for Advancing Translational Sciences (NCATS).
# 4MU fluor: compounds fluorescent in 4-MU spectral region; 59,000 tested, 11% active; AID 589; compound autofluorescence, 340/450 nm, 4-MU equivalents; hits give high values; max dye-equivalent concentration, M; in the data active means max dye-equivalent concentration above about 10 nM; inconclusive means mostly about 1.1 nM to 9.6 nM
#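 Intrinsic fluorescence at 340/450 nm (ex/em) was read after 15 min at room temperature in pH 8.0, 100 mM Tris. Each compound concentration expressed as 4-MU-equivalent concentration from a six-point 4-MU standard series on each plate.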
# HADH2 inhib: inhibitors of human HADH2 dehydrogenase | Q99714 | recombinant HADH2, NADH fluorescence, beta-hydroxybutyryl-CoA | Potency, µM (doses to about 57.1 µM), for inactives: top-dose activity change, negative = inhibition, most hits filed as inhibitors | 73,000 tested, 3.4% active | AID 886; further: potency means the concentration at half of the fitted maximal effect; on the % scale 0 is the no-effect control and ±100 the full control effect; nearly all actives have a fitted effect of over 60% in size; many of its hits are not listed in these tables
# Target sequence (Q99714 whole entry, looked up, one chain of several): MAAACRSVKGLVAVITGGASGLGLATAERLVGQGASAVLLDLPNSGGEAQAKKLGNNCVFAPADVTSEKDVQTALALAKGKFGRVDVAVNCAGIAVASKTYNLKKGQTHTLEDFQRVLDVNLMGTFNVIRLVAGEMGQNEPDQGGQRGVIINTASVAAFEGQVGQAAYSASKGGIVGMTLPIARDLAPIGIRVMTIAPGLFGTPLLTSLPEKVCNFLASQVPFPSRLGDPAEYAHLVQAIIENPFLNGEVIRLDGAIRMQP
#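 E. coli-expressed His-tagged HADH2 tested at 20 nM in alkaline Tris buffer (pH 9.0); oxidation of 90 uM beta-hydroxybutyryl-CoA with 1 mM NAD+ tracked fluorimetrically for 4 min.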
# UbGFP stabilizer: proteasome inhibitors stabilizing ubiquitin-GFP reporter | Ubiquitin-GFP reporter cells, proteasome inhibition, GFP fluorescence; response scale: untreated = 0%, 10 µM MG-132 = 100% | Potency, µM (titrated, usually from 45.9 µM), inactives show top-dose activation (GFP accumulation), hits mostly activators | 67,000 tested, under 10 active | AID 526; active means well fitted activation curve with a large enough effect, not every such curve was filed as active; inconclusive means small, poorly fitted or top-dose-only effect, or another doubt; inactive means no such curve, though single readings can be large or run the other way; further: potency means the concentration at half of the fitted maximal effect
#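 U2OS Ub(G76V)-GFP reporter; O/N plating, 0.5% FBS; cpd 46 uM–2.9 nM, 4 h, 37 °C; GFP+ cell count, 488/515 nm; norm. to basal vs 10 uM MG-132; CRC fit.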
# TexasRed autofl: compounds fluorescent in Texas Red spectral region; Compound fluorescence, Texas Red channel, 547/618 nm; hits give high values; max dye-equivalent concentration, M; 59,000 tested, 0.06% active; in the data active means max dye-equivalent concentration above about 10 nM; inconclusive means between about 1.1 nM and that limit
#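 qHTS profiling of intrinsic compound fluorescence; 100 mM Tris pH 8.0; 15 min RT; ex 547 / em 618 nm; response expressed as Texas Red dye-equivalent concentration from six-point plate standard.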
# Fluorescein autfl: compound autofluorescence in fluorescein spectral region | Compound autofluorescence, 480/540 nm, fluorescein-equivalent; hits give high values | 59,000 tested, 0.91% active | max fluorescein-equivalent concentration, M; in the data active means max fluorescein-equivalent concentration above about 10 nM; inconclusive means between about 1.1 nM and that limit
#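 Compounds (23 nL) in 100 mM Tris pH 8.0, 15 min at room temperature, then fluorescence read at 480 nm excitation/540 nm emission. Signal converted to fluorescein-equivalent concentration from an on-plate fluorescein standard curve.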
# Epigenetic mod: derepresses silenced GFP locus in mouse C127i cells; mouse C127i GFP locus derepression, cytometry, 30 h; Potency, µM (titrated, usually from 46.1 µM), for the others: at the highest dose GFP derepression (activation); 68,000 tested, 0.09% active; AID 597; further: % of control where 0% means no effect
#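 Derepression screen: silenced CMV-GFP reporter in murine C127i cells, 30 h compound incubation at 37 C, washed cells imaged by laser-scanning cytometer to enumerate GFP-expressing objects of 20 to 120 um.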
# HBB splice mod: alters splicing of the hemoglobin beta chain | 65,000 tested, 0.06% active | Potency, µM (top dose mostly 46.1 µM), for the others: at the highest dose activation, hits mostly activators | HBB splicing reporter cell assay, activation; EGFP reporter with mutant IVS2-654 intron; response scale: normalised to 500 nM splice-correcting PNA; further: potency means the concentration at half of the fitted maximal effect; 0% is about no effect
#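 Compounds were applied for 2 days to HeLa EGFP-654 cells, 500/well in Optimem with 2% FCS. The reporter's EGFP is disrupted by mis-splicing of beta-globin intron IVS2-654. Readout: summed well GFP fluorescence from 488 nm laser scanning; reference was 500 nM antisense […] 654 PNA.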
# DNA Pol III inh: inhibitors of bacterial DNA polymerase III holoenzyme. reconstituted DNA polymerase III holoenzyme replication, biochemical. Potency, µM (titrated, usually from 57.1 µM), inactives show at the highest dose activity change, negative = inhibition. 71,000 tested, 0.25% active. AID 603; further: potency means the concentration at half of the fitted maximal effect; on the % scale 0 is the no-effect control and ±100 the full control effect
#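 Reconstituted *E. coli* holoenzyme (0.35 nM Pol III, 1 nM beta, 154 nM SSB, 2 nM primase) was preincubated with compound for 15 min at RT. Synthesis on 1.4 nM ssM13Gori ran 35 min, then was stopped with PicoGreen/EDTA and read as dsDNA fluorescence.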
# ALOX15 inhib: inhibitors of human 15-lipoxygenase (ALOX15); P16050; purified 15hLO-1, xylenol orange hydroperoxide absorbance; Potency, µM (doses to about 57.1 µM), for inactives: at the top dose activity change, negative = inhibition, actives largely listed as inhibitors; 74,000 tested, 1.4% active; further: potency means the concentration at half of the fitted maximal effect; on the % scale 0 is the no-effect control and ±100 the full control effect; nearly all actives have a fitted effect of over 55% in size
# Target sequence (P16050 whole entry, looked up): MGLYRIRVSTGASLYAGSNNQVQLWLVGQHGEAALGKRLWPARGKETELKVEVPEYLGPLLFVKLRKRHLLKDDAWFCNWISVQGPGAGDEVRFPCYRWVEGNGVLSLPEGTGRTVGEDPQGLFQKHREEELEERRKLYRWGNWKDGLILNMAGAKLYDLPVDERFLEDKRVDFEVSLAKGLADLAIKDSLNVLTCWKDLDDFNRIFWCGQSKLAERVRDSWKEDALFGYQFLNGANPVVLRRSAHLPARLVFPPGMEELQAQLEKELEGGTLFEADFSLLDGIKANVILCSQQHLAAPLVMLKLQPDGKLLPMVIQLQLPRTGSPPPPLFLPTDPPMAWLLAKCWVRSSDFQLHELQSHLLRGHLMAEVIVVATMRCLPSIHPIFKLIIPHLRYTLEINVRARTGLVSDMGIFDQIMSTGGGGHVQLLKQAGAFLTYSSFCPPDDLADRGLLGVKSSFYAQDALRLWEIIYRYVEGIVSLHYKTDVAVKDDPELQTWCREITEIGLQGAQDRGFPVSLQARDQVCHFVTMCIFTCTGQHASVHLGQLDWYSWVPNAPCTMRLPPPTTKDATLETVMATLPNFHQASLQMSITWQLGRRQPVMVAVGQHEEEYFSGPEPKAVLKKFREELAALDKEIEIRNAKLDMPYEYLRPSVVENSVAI
#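 Readout: Fe(III)-xylenol orange absorbance, 573-to-405 nm ratio as reaction progress. Enzyme 40 nM purified human 15hLO-1, substrate 50 uM arachidonic acid, 6 min RT after 15 min compound preincubation; Hepes pH 7.5 buffer with Triton X-100.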
# Rhodamine autofl: rhodamine region autofluorescence; Rhodamine-region fluorescence, 547/598 nm, Tris buffer; hits give high values; max dye-equivalent concentration, M; 59,000 tested, 0.05% active; AID 594; in the data active means max dye-equivalent concentration above about 11 nM; inconclusive means between about 1.1 nM and that limit
#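 Intrinsic compound fluorescence, ex 547 / em 598 nm, CCD imager. Tris 100 mM pH 8.0; 15 min RT. Output = rhodamine dye-equivalent concentration at each compound concentration.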
# Hsp90 Hop PPI: changes Hsp90-Hop TPR2A binding signal, up or down; AlphaScreen TPR2A-His6 binding biotin-Hsp90 C-terminal peptide; Potency, µM (highest dose often 57 µM), for inactives: at the highest dose activity change, negative = inhibition; 71,000 tested, 0.44% active; AID 595; active means well fitted curve in either direction with a large enough effect; inconclusive means small, poorly fitted or top-dose-only effect, or another doubt; further: potency means the concentration at half of the fitted maximal effect; on the % scale 0 is the no-effect control and ±100 the full control effect; many of its hits are not listed in these tables
# An asterisk follows results filed as active; i = inactive; ? = inconclusive; nt = not tested or not shown; & = joins results of further samples; ! = a repeat was not active; [ ] = another dose, or the depositor's remark. Unless noted, the call rests on the fitted dose curve; in most records, active means well fitted curve in the direction sought with a large enough effect; inconclusive means small, poorly fitted or top-dose-only effect, or another doubt; inactive means no such curve, though single readings can be large; an effect the other way counts as inactive or inconclusive. The list is partial. The share of hits here may be higher or lower than overall.
# The first two records (preview)
SMILES,4MU fluor,HADH2 inhib,UbGFP stabilizer,TexasRed autofl,Fluorescein autfl,Epigenetic mod,HBB splice mod,DNA Pol III inh,ALOX15 inhib,Rhodamine autofl,Hsp90 Hop PPI
COc1ccc(-c2nc(C#N)c(NCc3ccc(F)cc3)o2)cc1OC,?,?,-1%,i,i,3%,8.4%[0.369 µM],2%,-15%,i,-8%
N#C/C(=C\c1ccc(O)c(O)c1)C(=O)NCCCc1ccccc1,?,?,-7%&2%,i,?,-4%[20.6 µM],-0.7%,-8%&-10%,2.5µM*,i,5µM*!

# The whole of this part, repeating the preview:
SMILES,4MU fluor,HADH2 inhib,UbGFP stabilizer,TexasRed autofl,Fluorescein autfl,Epigenetic mod,HBB splice mod,DNA Pol III inh,ALOX15 inhib,Rhodamine autofl,Hsp90 Hop PPI
COc1ccc(-c2nc(C#N)c(NCc3ccc(F)cc3)o2)cc1OC,?,?,-1%,i,i,3%,8.4%[0.369 µM],2%,-15%,i,-8%
N#C/C(=C\c1ccc(O)c(O)c1)C(=O)NCCCc1ccccc1,?,?,-7%&2%,i,?,-4%[20.6 µM],-0.7%,-8%&-10%,2.5µM*,i,5µM*!
Nc1nc(SCc2ccccc2Cl)cc(C(=O)O)n1,i,-2%[11.4 µM],-4%[9.17 µM],i,i,0%[9.22 µM],2.3%[9.22 µM],3%[11.4 µM],29%[11.4 µM],i,?
Cn1cnc2nc3n(c2c1=O)CCC3,nt,4%,5%,nt,nt,-2%,2.2%,-2%,3%,nt,?
COc1ccc(NC(=O)CCCC(=O)OCC(F)(F)C(F)F)cc1,nt,0%,29%,nt,nt,0%,1.0%[9.22 µM],-7%,-4%,nt,-1%
O=c1c(-c2cc(F)cc(F)c2)nc2cnc(N3CCNCC3)nc2n1CCc1ccccc1,1.5e-08M*,30%,-1%,i,i,5%[9.22 µM],0.0%,-6%,-9%,i,5%
COc1ccccc1CNC(=O)C1CCN(Cc2nc(-c3cccc(Cl)c3)oc2C)CC1,i,5%,2%,?,?,2%,0.5%[0.369 µM],-1%,-9%,i,-10%
CS(=O)(=O)N(CC(=O)O)c1ccc(Oc2ccccc2)cc1,i,1%,-4%,i,i,3%,-0.9%,-2%,7%,i,-3%
O=C(c1ccncc1)N1CCC2(CC1)CN(c1ccccn1)C2,i,-14%,-15%,i,?,2%[9.22 µM],1.9%,-5%,?,i,3%
CCN1/C(=C/C(C)=O)Sc2ccc(OC)cc21,1.1e-08M*,?,-2%,i,?,0%,1.0%,-4%,7%,i,-1%
CC(Sc1ccccc1)C(=O)Nc1ccc(S(=O)(=O)N2CCOCC2)cc1 (stereo unspecified),i,3%,-1%,i,i,-3%,-0.2%,-2%,-1%,i,0%
COc1cccc(-c2nnc(SCC(=O)OC(C)C)n2N)c1,i,2%,5%,i,i,0%,-2.1%,1%,0%,i,-6%
CCn1c(=O)[nH]c2ccccc21,nt,3%,-1%,nt,nt,0%,nt,-5%,-13%[25.6 µM],nt,1%
CC1=CC(C)(C)N(C(=O)CSc2nccn2C)c2cc(C)ccc21,nt,-11%,-8%,nt,nt,-2%,-2.9%,3%,12%,nt,-15%
CC1CCCCN1S(=O)(=O)c1ccc2c(c1)CCN2C(=O)C1CCC1 (stereo unspecified),i,0%,1%,i,i,2%,-1.7%,0%,-6%,i,4%
CCc1ccc(N(CC(=O)NC2CCCC2)S(=O)(=O)c2c(C)noc2C)cc1,nt,0%,-6%,nt,nt,nt,0.0%,0%,1%,nt,-4%[2.3 µM]
CCOc1ccc(NC(=O)CSc2nnc(-c3ccccc3)n2N)cc1,i,7%,0%,i,i,4%,nt,-9%,0%,i,2%
O=S(=O)(NCc1cccnc1)c1cccc2cccnc12,nt,9%,-13%,nt,nt,0%,1.2%[9.22 µM],2%,0%,nt,1%
Cc1cc(N2CCN(C(=O)c3ccco3)CC2)n2nc(C)c(-c3ccccc3)c2n1,1.5e-07M*,215%[activator],7%,?,i,-2%,2.2%[1.84 µM],2%,0%,i,3%
Cc1ccnc(SCCn2c(Br)nc3c2c(=O)n(C)c(=O)n3C)n1,i,3%,nt,i,i,2%,2.2%[0.369 µM],-3%,7%,i,-3%
c1ccc(CCc2nc(-c3ccccn3)no2)cc1,i,13%,0%,i,i,0%,-0.3%,-3%,11%,i,-10%
COCCNC(=O)Cc1cn(C)c2ccccc12,i,10%,0%,i,i,0%,0.4%,-1%,1%,i,-7%
COc1cccc(Nc2ncc3nc(C)c(=O)n(C[C@H]4CCCO4)c3n2)c1,i,-3%,7%,i,i,8%[9.22 µM],-0.1%,-16%,3%,i,1%
Cc1c(C(=O)O)sc2nc3n(c(=O)c12)CCC(C)CC3 (stereo unspecified),i,-2%,-2%,i,?,1%,-3.2%,2%,1%,i,4%
COc1ccc(-c2noc(CCC(=O)NCc3cccnc3)n2)cc1OC,i,-21%,nt,?,i,0%,5.1%[0.369 µM],-7%,-12%,i,-3%
COC(=O)c1ccc(NC(=O)CSc2nnc(C)n2-c2ccccc2)cc1,i,8%,-6%,i,i,-3%,0.4%,1%,7%,i,-2%
CS(=O)(=O)N1CCC2(CC1)CN(c1cccc(-c3ccccc3)c1)C2,i,-3%,-8%,i,i,-2%[9.22 µM],2.4%,-2%,-9%,i,?
C/C(=N\NC(=O)c1ccncc1)c1ccc2ccccc2c1O,i,13%[11.4 µM],7%[9.17 µM],i,3.5e-08M*,2%[9.22 µM],?,5%[11.4 µM],19%[11.4 µM],i,-14%[11 µM]
CCCCOc1cccc(C2(C(=O)O)CCCC2)c1,nt,0%,25%,nt,nt,2%,-0.9%,3%,2%,nt,-3%
O=C(C1CC(c2ccc(F)cc2)=NO1)N1CCN(c2ccccc2)CC1 (stereo unspecified),nt,-5%,-7%,nt,nt,nt,0.0%,0%,5%,nt,-4%[2.3 µM]
CCn1cc(Br)c(C(=O)NC(C)c2ccccc2)n1 (stereo unspecified),?,5%,11%,i,i,3%,-0.9%,1%,-2%,i,-1%
O=C(Nc1ccc2nsnc2c1)c1ccc2c(c1)OCO2,1.1e-08M*,?,-4%,i,?,0%,-0.4%,-4%,-6%,i,4%
CN(C)S(=O)(=O)N1CCN(C(=O)N2CCCCC2)CC1,i,10%,-6%,i,?,-3%,-2.1%,2%,-5%,i,0%
COc1ccccc1OCC(O)Cn1c(=N)n(CCN2CCCCC2)c2ccccc21 (stereo unspecified),i,2%,0%,i,i,0%,-2.4%[57.5 µM],-6%,-10%,i,-1%
CCN1C2=C(C(=O)CCC2)C(c2ccc(O)cc2)C2=C1CCCC2=O,6.4e-08M*,-6%,-6%,i,i,3%,-1.0%,0%,-8%,i,1%
O=C(c1cccc(Cl)c1)N1CCN(C2CCCCCC2)CC1,i,1%,18%,?,i,0%,-0.6%,-6%,-1%,i,2%
COc1ccc(-c2coc3cc(O)ccc3c2=O)cc1,1e-07M*,40µM*,-1%,i,i,-2%[9.22 µM],nt,-29%,3%[25.6 µM],i,0%
COc1ccc(-c2nc(C#N)c(NCc3ccc(C)cc3)o2)cc1OC,?,?,14%,?,i,3%,0.1%,10%,-15%,i,-7%
CCC(Sc1nc2c(cnn2-c2ccc(Cl)cc2)c(=O)[nH]1)C(=O)OC (stereo unspecified),nt,0%,-1%,nt,nt,nt,0.5%,-7%,2%,nt,3%
Cc1nnc(SCc2ccon2)n1-c1ccccc1,i,1%,-1%,?,?,2%,1.3%,2%,15%,i,0%
CN1c2ccccc2-c2nc3ccccc3n2C1c1ccco1 (stereo unspecified),2.8e-06M*,nt,nt,i,i,6%[20.6 µM],nt,nt,nt,i,nt
CN(C)c1ccc(C2N(c3cccc(Cl)c3)C(=O)C3CCCN32)cc1 (stereo unspecified),nt,-3%,-3%,nt,nt,-2%,-0.3%,-1%,10%,nt,1%
COCCCNC(=O)c1c(N)n(-c2ccc3c(c2)OCO3)c2nc3ccccc3nc12,1.1e-08M*,12%,-4%,i,?,-2%,22%[57.5 µM],-2%,-5%,i,9%
Cc1cc(C)nc(N2CCC(C(=O)NCC3CCCCC3)CC2)n1,i,10%,-2%,i,i,-2%,nt,-4%,3%,i,-2%
Fc1cccc(F)c1C(Nc1nncs1)Nc1nncs1,i,4%[11.4 µM],-8%[9.17 µM],i,?,-6%[9.22 µM],1.8%[9.22 µM],-10%[11.4 µM],3%[11.4 µM],i,-4%[11 µM]
O=C(Cn1ncc2c(=O)oc3ccccc3c21)N1CCN(C(=O)c2ccco2)CC1,i,6%,1%,i,i,2%,-0.3%,3%,5%,i,-3%
